Screening data (PubChem BioAssay)
APP 5UTR inh – inhibitors of APP translation via 5'UTR reporter, primary screen, APP 5'UTR luciferase, SH-SY5Y cells | inhibition, % at 2 µM | SH-SY5Y APP 5'UTR-luciferase reporter, luminescence | 190,000 compounds, 0.82% hits;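 active means inhibition above a set limit, derived from the sample mean plus 3 SD, cut at about 45% in these data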; further: values of inactives mirror those of a sister screen read the other way
APP 5'UTR act – activators of APP 5'UTR luciferase reporter, primary screen, SH-SY5Y cells; SH-SY5Y APP 5'UTR luciferase reporter, luminescence; zero percent = DMSO vehicle wells; activation, % at 2 µM; 190,000 compounds, 1% hits; AID 1276, 2008;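 active means activation above a set limit, based on mean plus 3 SD of controls, cut at about 140% in these data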; further: values of inactives mirror those of a sister screen read the other way
STAT1 act – STAT1 signaling activators, primary screen, cell-based, HTS, luciferase reporter | activation (% of control), % at 5.5 µM | NIH 3T3 STAT1-luciferase reporter, IFN-gamma, luminescence; 100% = IFN-gamma alone, no compound | 200,000 compounds, 2.6% hits;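 active means activation above the screen-wide mean activation plus 3 SD, cut at about 130% in these data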;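 further: raw ratio to IFN-gamma control signal so 100% means no change and 0% no light; values of inactives mirror those of a sister screen read the other way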
NF-kB expr up – activators of NF-kB expression in neurons, primary screen, cell-based, HTS | fold change at 12.5 µM | 190,000 compounds, 1.6% hits | AID 1239, 2008 | human neuronal cells, NF-kB reporter expression; active compounds read high; in the data active means fold change above about 3.3
RAM inhibit – inhibitors of the yeast RAM network, primary screen, dse1pr::URA3 reporter, 5-FOA selection. AID 868, 2007. S. cerevisiae dse1pr::URA3 reporter, 5-FOA growth OD615, 2 d; analog-sensitive cbk1-as2 kinase mutant strain. 190,000 compounds, 1.8% hits. inhibition, % at 50 µM;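 active means inhibition above a set limit, 3 SD over mean compound inhibition, cut at about 8.4% in these data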;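 further: 0% = DMSO-only wells with no growth and 100% = 10 µM 1-NA-PP1 full growth; inhibition rescues growth on 5-FOA so higher OD means more RAM inhibition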
FLuc inhib CS – firefly luciferase enzyme inhibitors, primary screen, artefact control for luciferase-based inhibitor screens, biochemical, luminescence, ATPLite; Luciferin 4-monooxygenase (Photinus pyralis), P08659; 10 min; 200,000 compounds, 1.5% hits; inhibition, % at 10 µM; AID 1006, 2008;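 active means inhibition above about 50% when tested at 10 µM, limit read from the data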
Target sequence (P08659 whole entry, looked up): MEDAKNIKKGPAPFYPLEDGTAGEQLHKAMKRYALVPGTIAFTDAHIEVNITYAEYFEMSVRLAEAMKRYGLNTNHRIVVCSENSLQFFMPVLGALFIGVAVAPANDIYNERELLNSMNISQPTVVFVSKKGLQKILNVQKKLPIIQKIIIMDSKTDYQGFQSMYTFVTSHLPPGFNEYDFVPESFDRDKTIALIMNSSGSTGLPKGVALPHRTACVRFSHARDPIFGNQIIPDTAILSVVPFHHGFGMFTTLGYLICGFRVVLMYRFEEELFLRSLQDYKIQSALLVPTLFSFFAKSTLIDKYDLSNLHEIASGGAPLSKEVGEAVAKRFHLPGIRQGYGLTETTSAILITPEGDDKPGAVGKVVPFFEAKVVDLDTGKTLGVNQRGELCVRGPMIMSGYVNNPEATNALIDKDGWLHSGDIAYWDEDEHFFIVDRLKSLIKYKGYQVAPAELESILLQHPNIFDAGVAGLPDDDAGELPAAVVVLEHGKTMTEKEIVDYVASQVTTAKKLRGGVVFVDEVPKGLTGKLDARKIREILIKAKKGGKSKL
STAT1 inh – STAT1 signaling inhibitors, primary screen, cell-based, HTS, luciferase reporter | AID 920, 2007 | NIH 3T3 STAT1-luciferase reporter, IFN-gamma, luminescence | 200,000 compounds, 0.35% hits | inhibition, % at 5.5 µM;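 active means inhibition above a set limit, the mean inhibition across all tested compounds plus 3 SD, cut at about 34% in these data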;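 further: 0% = IFN-gamma with DMSO and 100% = IFN-gamma with 300 µM nifuroxazide; values of inactives mirror those of a sister screen read the other way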
Hsp70 act – Hsp70 transcriptional activators, primary screen, cell-based, HeLa, Hsp70 promoter luciferase, luminescence, 10 µM. HeLa Hsp70 promoter luciferase reporter; scaled: vehicle 0, proteasome-inhibitor control 100%. activation, % at 10 µM. 200,000 compounds, 0.04% hits;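 active means activation above the mean across all tested compounds plus 3 SD, cutoff set per campaign, cut at about 5.5% in these data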;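 further: 100% = MG132 at 30 µM as the positive control and 0% = DMSO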
STAT3 inh – IL-6 driven STAT3 reporter inhibitors, primary screen, U3A cells, luciferase, luminescence, MLSCN library. IL-6 STAT3-luciferase reporter; host cell line lacks STAT1. inhibition, % at 5.5 µM. 190,000 compounds, 0.89% hits. AID 862, 2007;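 active means inhibition above the mean inhibition across all screened compounds plus 3 SD, cut at about 44% in these data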;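 further: 0% = DMSO only wells and 100% = 100 µM nifuroxazide control wells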
STAT3 act – IL-6 driven STAT3 reporter potentiators, primary screen, U3A cells, luciferase, luminescence, MLSCN library | IL-6 STAT3-luciferase reporter; 100% = signal with IL-6 EC80 alone | AID 871, 2007 | 190,000 compounds, 0.91% hits | activation (% of control), % at 5.6 µM;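 active means activation above the screen-wide mean of compound activation plus 3 SD, cut at about 130% in these data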;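 further: 0% = background luminescence of wells with medium and substrate only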
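Assay system – human STAT1-deficient U3A cells with stable STAT3-luciferase reporter · Also added – IL-6 (33 ng/mL) · Schedule – compound 1 h, then IL-6 6 h at 37 °C · Technique – reporter luminescence signal · Evaluation – % activation versus median of IL-6-stimulated wells · Benchmarks – IL-6-only wells as 100% reference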
* = called active by the depositor; nt = not tested or not shown.

SMILES	APP 5UTR inh	APP 5'UTR act	STAT1 act	NF-kB expr up	RAM inhibit	FLuc inhib CS	STAT1 inh	Hsp70 act	STAT3 inh	STAT3 act
Cc1ccccc1C(=O)NNC(=O)c1ccc(Br)cc1	-36.3	36.3	118.4	1.05	-0.6	14.5	-21.0	0.0	9.6	93.3
CCOC(=O)C1(c2ccccc2)NC(c2ccc(N(C)C)cc2)C2C(=O)N(C)C(=O)C21 (configuration not stated)	-6.0	6.0	104.9	nt	nt	nt	-5.3	-0.2	3.3	102.3
CCOCC(=O)Nc1cccc(-c2nc3cccnc3s2)c1C	-14.6	14.6	96.5	1.06	0.5	8.0	2.5	0.0	nt	nt
COC(=O)c1ccccc1NC(=O)Cn1nc(C(F)(F)F)c2c1CCC2	1.4	-1.4	103.6	1.48	5.7	-1.2	-4.0	-0.2	-8.7	115.4
Cc1ccc(C(c2nnnn2Cc2ccccc2)N2CCN(Cc3ccccc3)CC2)cc1 (configuration not stated)	-3.3	3.2	94.5	0.85	0.1	-6.8	6.0	0.0	-0.9	100.5
CCCc1cc(C(=O)NCC(C)C)no1	-20.6	20.6	116.4	1	1.4	-2.2	-18.3	-0.2	-4.8	108.4
COc1ccc(CCNC(=O)Cc2c(Cl)cccc2Cl)cc1	-2.8	2.8	99.3	1.26	3.6	-6.7	2.4	-0.1	6.8	98.4
CN(C(=O)c1sc2nc(N3CCOCC3)c3c(c2c1N)CCCC3)c1ccccc1	0.1	-0.1	98.6	0.62	3.2	-6.9	0.1	-0.6	6.7	95.5
CC(=O)c1cccc(NC(=O)C(NC(C)C)c2ccccc2)c1 (configuration not stated)	8.2	-8.2	100.2	0.91	1.1	-4.8	-2.5	-0.2	-2.3	107.2
COC(=O)c1cc2ccsc2n1CC(=O)Nc1cc(Cl)ccc1OC	10.6	-10.6	93.6	0.97	1.6	-4.8	7.0	-0.3	-50.9	151.5*
CCNS(=O)(=O)c1ccc(CCC(=O)Nc2ccc(C(=O)OC)cc2)cc1	-4.4	4.4	99.9	0.94	3.4	5.6	-3.2	0.3	0.6	103.5
Cc1ccc(N=Nc2c(N)n(-c3ccccc3)[nH]c2=O)cc1	-26.2	26.2	139.0*	4.21*	4.0	13.2	-43.6	0.3	-12.1	110.7
O=C(CCn1nnc2ccccc21)N/N=C\Cc1ccccc1	-13.4	13.4	95.8	1.43	1.1	-8.6	2.5	-0.1	12.7	94.3
O=C(Nc1ccccc1N1CCN(c2ccc(F)cc2)CC1)C12CC3CC(CC(C3)C1)C2	15.5	-15.5	101.7	0.88	-0.4	-4.4	-1.8	-0.3	7.3	96.2
N#Cc1c(Oc2ccc3ccccc3c2)sc(C(=O)c2ccccc2)c1N	37.3	-37.3	93.0	1.29	2.0	-10.5	7.7	-0.1	31.2	78.8

Copied from the list.
APP 5'UTR act with CCNS(=O)(=O)c1ccc(CCC(=O)Nc2ccc(C(=O)OC)cc2)cc1 = 4.4
Hsp70 act with CN(C(=O)c1sc2nc(N3CCOCC3)c3c(c2c1N)CCCC3)c1ccccc1 = -0.6
FLuc inhib CS with COC(=O)c1ccccc1NC(=O)Cn1nc(C(F)(F)F)c2c1CCC2 = -1.2

The results go on:
SMILES	APP 5UTR inh	APP 5'UTR act	STAT1 act	NF-kB expr up	RAM inhibit	FLuc inhib CS	STAT1 inh	Hsp70 act	STAT3 inh	STAT3 act
COc1ccc(NC(=S)NCc2cccs2)c(OC)c1	-7.0	7.0	91.9	1.42	0.9	-3.7	9.1	-0.2	2.9	97.5
CC(C)CCNC(=O)CN(C(=O)Cn1nnc(-c2ccccc2F)n1)c1cccc2c1CCCC2	-0.6	0.6	99.0	0.76	5.2	-6.5	1.1	-0.2	-4.6	106.0
Cc1cccc(NC(=O)COC(=O)c2cc3ccccc3oc2=O)c1	-0.5	0.5	109.7	1.09	2.8	-4.2	-10.2	0.2	-19.5	115.3
COc1ccccc1Oc1ccc(Oc2ccccc2OC)cc1	-5.5	5.5	99.8	1.15	3.3	-0.8	-1.3	0.1	1.7	104.5
COc1ccc(NC(=O)COc2ccc(C(=O)OCC(=O)N(C(C)C)C(C)C)cc2OC)cc1	12.8	-12.8	92.0	1	0.8	-8.3	8.7	-0.3	8.3	100.1
CCn1nnc(NC(=O)COc2ccc(C3CCCCC3)cc2)n1	0.3	-0.3	97.0	1.15	1.1	-3.7	3.2	-0.5	20.7	86.5
CCC1CCCCN1C(=O)CSc1nc2c(c(=O)n(C)c(=O)n2C)n1C (configuration not stated)	-4.0	4.0	101.4	0.83	0.4	-2.5	-3.2	-0.3	2.1	102.0
Fc1ccc(-c2ccnc(=S)[nH]2)cc1	9.6	-9.6	94.7	1.25	1.2	0.6	5.9	0.0	17.5	90.3
COc1ccc(C(=O)Nc2c3c(nn2-c2cccc(Cl)c2)CS(=O)C3)cc1 (configuration not stated)	12.8	-12.8	104.6	1.05	1.5	-14.5	-5.0	-0.2	3.7	100.3
COc1cccc(C2C=C(c3ccc(OC)cc3OC)Nc3nnnn32)c1 (configuration not stated)	-7.0	7.0	94.8	0.98	2.8	-4.8	5.7	-0.3	32.5	75.9
COc1ccc(-n2cnc3c(sc4nccc(N(C)C)c43)c2=O)cc1	-3.0	3.0	97.6	0.97	1.1	3.1	2.7	0.1	12.5	92.1
COc1cc(NC(=S)NCCCN2CCOCC2)cc(OC)c1	7.3	-7.3	102.6	1.17	0.0	-11.1	-2.9	-0.3	2.6	100.0
CCOc1ccc(-c2nnn(CC(=O)NCc3ccco3)n2)cc1	-6.0	6.0	105.4	1.22	6.1	4.3	-5.9	-0.3	1.0	104.3
O=C1S/C(=C/c2ccc(N3CCOCC3)o2)C(=O)N1Cc1c(F)cccc1Cl	-0.9	0.9	101.0	1.12	4.5	0.4	-1.1	-0.3	9.6	95.6
CCOC(=O)CN1C(=O)C(O)=C(C(C)=O)C1c1ccc([N+](=O)[O-])cc1 (configuration not stated)	-11.2	11.2	88.5	0.99	0.5	-0.4	12.6	-0.3	8.8	95.5
CC(=O)Nc1ccc(NC(=O)c2cccc(-c3cc4ccccc4oc3=O)c2)cc1	-15.7	15.7	127.5	1.88	2.5	-6.1	-27.1	-0.1	-1.8	105.9
Cc1cc(NC(=O)c2cc(C(C)C)on2)no1	-35.2	35.2	113.1	2.07	-0.3	12.6	-14.3	0.0	3.6	102.5
c1ccc2sc(NCC3CCCO3)nc2c1 (configuration not stated)	-49.7	49.7	135.6*	1.21	0.4	25.3	-39.0	0.0	-1.8	103.5
O=C(O)c1ccccc1C(=O)N1CCN(c2ccccc2)CC1	-3.7	3.7	100.5	1.15	1.5	5.9	-0.6	-0.1	1.5	104.3
COc1ccc(CC2(CO)CCN(C(C)Cc3ccc(Cl)cc3)CC2)cc1 (configuration not stated)	-9.1	9.1	100.0	1.01	0.9	-6.4	-1.6	0.0	-13.2	115.6
O=C(CS(=O)c1cccc(C(F)(F)F)c1)Nc1ccc(Cl)cc1Cl (configuration not stated)	-13.9	13.9	100.8	1.01	2.4	-6.2	-0.9	-0.1	-0.6	109.4
CSc1nn2cc(CCN3CCOCC3)c(-c3ccc(F)cc3)nc2c1C#N	14.9	-14.9	90.6	1	2.1	-2.4	9.9	-0.1	4.1	100.6
CCC(=O)Nc1ccc(C(=O)CSc2nc3ccc(C)cc3[nH]2)cc1	-13.3	13.3	110.3	0.68	3.1	-5.4	-11.5	-0.3	-1.0	102.7
Nc1nnc(SCC(=O)OCc2ccc(Cl)c(Cl)c2)s1	86.8*	-86.8	92.8	1.15	0.4	-3.7	8.0	-0.4	25.1	81.6
CCOC(=O)Cc1cc(=O)n2[nH]c(C)c(C#N)c2n1	-1.9	1.9	92.3	1.21	-0.1	-6.4	8.5	-0.4	-8.9	107.4
FC(c1nc2ccccc2[nH]1)C(F)(F)F (configuration not stated)	-21.2	21.2	93.0	1.47	-0.5	0.8	5.5	-0.2	6.4	97.4
COC(=O)C1=C(C)N(C)C(=O)NC1c1ccc(O)c(OC)c1 (configuration not stated)	-0.9	0.9	92.5	1.26	1.8	-1.1	8.2	0.1	11.0	97.9
Cc1cc(Oc2nnnn2-c2ccccc2)ccc1Cl	-1.0	1.0	114.4	1.74	0.0	-4.6	-16.4	-0.2	-3.2	102.6
O=C(Cn1ccccc1=O)c1cccs1	5.1	-5.1	101.8	0.82	0.1	-7.4	-2.0	0.1	4.8	100.5
O=C(CC1(O)C(=O)Nc2ccccc21)c1cccnc1 (configuration not stated)	3.6	-3.6	102.0	1.03	2.0	-6.4	-2.1	-0.2	-10.7	112.1
O=C(Nn1cnnc1)c1cc([N+](=O)[O-])cc([N+](=O)[O-])c1	4.9	-4.9	95.9	1.05	3.0	-4.5	4.5	-0.4	2.4	100.5
CN(C)CCOc1ccc(Cl)cc1C(C)(C)C	-3.9	3.9	99.0	1.03	2.9	-6.6	-0.2	0.0	4.6	102.8
COC(=O)c1cc(-c2ccccc2)sc1NC(=O)c1cc(C)on1	-14.9	14.9	100.9	1.14	1.4	-10.3	-1.0	-0.4	-1.4	99.9

Already shown: an excerpt of the list.
SMILES	APP 5UTR inh	APP 5'UTR act	STAT1 act	NF-kB expr up	RAM inhibit	FLuc inhib CS	STAT1 inh	Hsp70 act	STAT3 inh	STAT3 act
CN(C)CCOc1ccc(Cl)cc1C(C)(C)C	-3.9	3.9	99.0	1.03	2.9	-6.6	-0.2	0.0	4.6	102.8
COC(=O)c1cc(-c2ccccc2)sc1NC(=O)c1cc(C)on1	-14.9	14.9	100.9	1.14	1.4	-10.3	-1.0	-0.4	-1.4	99.9

Entries listed so far that bear a hit mark in STAT3 act.
SMILES | APP 5UTR inh | APP 5'UTR act | STAT1 act | NF-kB expr up | RAM inhibit | FLuc inhib CS | STAT1 inh | Hsp70 act | STAT3 act
COC(=O)c1cc2ccsc2n1CC(=O)Nc1cc(Cl)ccc1OC | 10.6 | -10.6 | 93.6 | 0.97 | 1.6 | -4.8 | 7.0 | -0.3 | 151.5*

Single records, as listed above:
Shown for CC(=O)Nc1ccc(NC(=O)c2cccc(-c3cc4ccccc4oc3=O)c2)cc1 → APP 5UTR inh = -15.7; APP 5'UTR act = 15.7; STAT1 act = 127.5; NF-kB expr up = 1.88; RAM inhibit = 2.5; FLuc inhib CS = -6.1; STAT1 inh = -27.1; Hsp70 act = -0.1; STAT3 inh = -1.8; STAT3 act = 105.9
Shown for O=C(O)c1ccccc1C(=O)N1CCN(c2ccccc2)CC1 → APP 5UTR inh = -3.7; APP 5'UTR act = 3.7; STAT1 act = 100.5; NF-kB expr up = 1.15; RAM inhibit = 1.5; FLuc inhib CS = 5.9; STAT1 inh = -0.6; Hsp70 act = -0.1; STAT3 inh = 1.5; STAT3 act = 104.3
